COUP-TFII inh = NR2F2 transcriptional activity inhibitors, primary screen, cell-based, luciferase reporter, HEK293T, luminescence; COUP transcription factor 2 (Homo sapiens), P24468; inhibition, % at 8.6 µM; HEK293T NGFI-A luciferase reporter; actives 0.7% (n = 370,000);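 active = inhibition above a per-plate cutoff, mean inhibition of test wells between control levels plus 3 SD, cut at about 38% in these data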;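 note: cells cotransfected with COUP-TFII expression vector driving the NGFI-A reporter; 0% = median of COUP-TF2 test wells and 100% = reporter-only cells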
NCOA2 inhibitor = inhibition of GAL4-SRC2 driven luciferase reporter, primary screen, SRC2 inhibitor project, cell-based, luminescence; Nuclear receptor coactivator 2 (Homo sapiens), Q15596; HEK293 GAL4-SRC2 luciferase reporter; inhibition, % at 9 µM; actives 0.17% (n = 370,000); AID 651957, 2012;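 active = inhibition above the mean inhibition of all tested compounds plus 3 SD, set per campaign, cut at about 52% in these data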;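 note: 0% = DMSO treated cells and 100% = cells given Gossypol at 36 µM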
TROY NFkB inh = inhibitors of TROY-driven NF-kB signaling, primary screen, Q293 LMP1-TROYcd cells, NF-kB luciferase, uHTS; Q293 LMP1-TROYcd NF-kB luciferase reporter, 4 h; inhibition, % at 10 µM; actives 0.98% (n = 360,000); AID 1347056, 2019;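 active = compounds whose plate-normalised and pattern-corrected inhibition of the luciferase reporter signal at the single screening dose is 50% or more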
LMP1 NFkB inh = EBV LMP1-driven NF-kappaB luciferase reporter inhibitors, primary screen, cell-based, luminescence, single point. LMP1-induced NF-kappaB luciferase reporter cells. inhibition, % at 12.5 µM. actives 0.69% (n = 350,000). AID 504558, 2011; in the data active = inhibition above about 41%;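 note: 0% = neutral control wells and 100% = reference inhibitor control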
TWEAK-Fn14 inh = inhibitors of TWEAK-Fn14 signaling, primary screen, luciferase reporter cells, uHTS; TWEAK-stimulated Fn14 reporter cells, luciferase luminescence, 8 h; inhibition, % at 10 µM; actives 2% (n = 360,000); in the data active = inhibition above about 50%
SRC1 inh = SRC1 coactivator transcriptional activity inhibitors, primary screen, cell-based, luminescence | inhibition, % at 3.6 µM | actives 0.12% (n = 360,000) | HEK293 GAL4-SRC1 luciferase reporter;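 active = inhibition above the campaign mean plus 3 SD, with each screening campaign given its own cutoff, cut at about 60% in these data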;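 note: 0% = DMSO treated cells and 100% = gossypol at 36 µM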
KKLEB tox = cytotoxicity in KKLEB CF airway cells, primary screen, cytotoxicity control for CF NF-kB inhibitor project, cell-based, uHTS, fluorescence assay plates. KKLEB CF airway cells viability, ATPlite luminescence, overnight; hits give low values; cells stimulated with P. aeruginosa culture filtrate. activity change (cytotoxicity), % at 5 µM. actives 0.36% (n = 360,000). AID 602141, 2011;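 active = corrected activity change at or below -50% at 5 µM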
CF NFkB inh = inhibitors of PAF-induced NF-kB signaling, primary screen, cell-based, GFP fluorescence, uHTS | actives 0.86% (n = 360,000) | KKLEB NF-kB-GFP reporter, GFP fluorescence overnight | AID 588850, 2011 | inhibition, % at 5 µM;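 active = at least 50% inhibition at 5 µM, scaled per plate between neutral and stimulator controls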;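 note: PAF is a Pseudomonas aeruginosa culture filtrate used as stimulus; plate controls were PAF-stimulated DMSO wells for no effect and unstimulated DMSO wells for full effect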
TRAIL sens C8 = viability loss with TRAIL in NB7+C8 cells, primary screen, TRAIL sensitizer project, cell-based, ATPlite luminescence | actives 1% (n = 360,000) | inhibition (viability loss, TRAIL sensitization), % at 10 µM;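 active = compounds causing at least 50% loss of cell viability in the single-dose screen, relative to plate controls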
SRC3 inh = SRC3 coactivator transcriptional activity inhibitors, primary screen, cell-based, luminescence. Nuclear receptor coactivator 3 (Homo sapiens), Q9Y6Q9. HEK293 GAL4-SRC3 luciferase reporter. inhibition, % at 3.6 µM. actives 0.17% (n = 360,000). AID 588352, 2011;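 active = inhibition above a per-campaign cutoff, the mean of all compounds plus 3 SD, cut at about 60% in these data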;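 note: 0% = DMSO-treated cells and 100% = gossypol-treated cells at 36 µM; higher means less SRC3-driven luciferase light from the GAL4 reporter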
Target sequence (Q9Y6Q9 whole entry, looked up, the tested form may be a part): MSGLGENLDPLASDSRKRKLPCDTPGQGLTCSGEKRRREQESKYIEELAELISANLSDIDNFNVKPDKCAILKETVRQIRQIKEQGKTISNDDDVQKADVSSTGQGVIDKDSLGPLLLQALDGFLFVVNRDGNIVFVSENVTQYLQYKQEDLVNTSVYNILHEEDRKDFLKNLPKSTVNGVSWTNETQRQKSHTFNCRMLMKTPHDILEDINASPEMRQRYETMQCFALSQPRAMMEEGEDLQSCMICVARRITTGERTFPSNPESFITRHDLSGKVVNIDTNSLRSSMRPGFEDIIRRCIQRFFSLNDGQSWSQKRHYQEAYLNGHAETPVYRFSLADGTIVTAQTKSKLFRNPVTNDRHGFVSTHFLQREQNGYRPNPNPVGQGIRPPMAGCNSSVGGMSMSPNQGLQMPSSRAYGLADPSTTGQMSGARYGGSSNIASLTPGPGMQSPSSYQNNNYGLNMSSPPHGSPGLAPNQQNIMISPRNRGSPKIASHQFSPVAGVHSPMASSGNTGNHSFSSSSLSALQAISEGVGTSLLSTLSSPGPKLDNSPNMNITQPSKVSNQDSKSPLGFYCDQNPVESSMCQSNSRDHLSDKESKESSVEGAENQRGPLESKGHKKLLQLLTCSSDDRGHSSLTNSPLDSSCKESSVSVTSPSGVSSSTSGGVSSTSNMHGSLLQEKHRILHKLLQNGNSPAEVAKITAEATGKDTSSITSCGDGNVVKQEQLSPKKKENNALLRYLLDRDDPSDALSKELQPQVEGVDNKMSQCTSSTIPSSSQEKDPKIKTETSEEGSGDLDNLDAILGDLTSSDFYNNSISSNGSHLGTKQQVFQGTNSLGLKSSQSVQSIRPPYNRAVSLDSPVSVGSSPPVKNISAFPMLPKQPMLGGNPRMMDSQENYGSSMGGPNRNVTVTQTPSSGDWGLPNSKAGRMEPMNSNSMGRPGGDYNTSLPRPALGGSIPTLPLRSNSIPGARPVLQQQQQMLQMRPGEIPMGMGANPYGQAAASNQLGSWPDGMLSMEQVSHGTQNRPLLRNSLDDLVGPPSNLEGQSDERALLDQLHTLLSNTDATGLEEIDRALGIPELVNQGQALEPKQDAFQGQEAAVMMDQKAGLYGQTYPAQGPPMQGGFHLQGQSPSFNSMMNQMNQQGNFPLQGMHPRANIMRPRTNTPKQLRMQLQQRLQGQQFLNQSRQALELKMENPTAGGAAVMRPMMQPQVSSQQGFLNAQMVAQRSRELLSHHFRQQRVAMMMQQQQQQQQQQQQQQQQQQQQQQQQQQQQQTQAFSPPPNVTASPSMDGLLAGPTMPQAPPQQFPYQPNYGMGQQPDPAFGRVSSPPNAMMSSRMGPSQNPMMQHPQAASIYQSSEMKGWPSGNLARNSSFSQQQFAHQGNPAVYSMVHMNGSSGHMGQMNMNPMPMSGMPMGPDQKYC
LRH-1 inv ag = LRH-1 (NR5A2) inverse agonists, primary screen, cell-based, luminescence, HEK293T, StAR-luciferase reporter; Nuclear receptor subfamily 5 group A member 2 (Homo sapiens), O00482; LRH-1 transfected, 24 h; inhibition, % at 3.6 µM; actives 0.13% (n = 360,000);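 active = inhibition above the mean inhibition of all tested compounds plus 3 SD, cut at about 73% in these data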;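 note: 0% = DMSO wells and 100% = reporter-only cells lacking LRH-1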
* hit, by the source's call; x = no result given.

SMILES | COUP-TFII inh | NCOA2 inhibitor | TROY NFkB inh | LMP1 NFkB inh | TWEAK-Fn14 inh | SRC1 inh | KKLEB tox | CF NFkB inh | TRAIL sens C8 | SRC3 inh | LRH-1 inv ag
COc1ccc(-c2cnc(N)nc2-c2ccc(OC)cc2O)cc1 | 22.2 | 27.6 | 21.5 | 20.9 | 46.3 | 26.3 | -13.1 | 56.0* | -4.0 | 38.9 | 29.4
COc1ccc(NC(=O)CCC(=O)c2cccs2)c(OC)c1 | x | x | 2.4 | -4.4 | 57.0* | -34.1 | 4.2 | 2.6 | -13.2 | -8.6 | -17.5
CC(=O)n1cc([C@H]2C=C(C(=O)O)O[C@@H](OCCCCO)C2)c2ccccc21 | 9.6 | 15.0 | 19.0 | 6.4 | -8.7 | 3.8 | -2.2 | 7.7 | 2.4 | -0.8 | 7.5
Cc1c(Br)c([N+](=O)[O-])nn1CC(=O)Nc1ccccn1 | 7.0 | -23.1 | -2.7 | 0.4 | -17.2 | 0.2 | -5.7 | 5.4 | -9.7 | 17.1 | 1.9
CC[C@]1(c2ccccc2)C(=O)N(C(=O)OC)N1C(=O)OC | -17.0 | -14.7 | -24.0 | 8.6 | 7.0 | 10.7 | -0.5 | 32.9 | 10.4 | 11.8 | 19.9
O=P1(Nn2cnnc2)C=C(c2ccccc2)OC(c2ccccc2)=C1 | -0.1 | -4.8 | 0.6 | -3.7 | 2.5 | 3.7 | 4.1 | 5.6 | 2.6 | 1.2 | 2.3
Cc1cc(=O)oc2c3c(cc(OCC(=O)N4CCC(C(=O)O)CC4)c12)OC(C)(C)CC3 | -7.7 | 4.1 | 0.1 | -7.4 | -19.1 | -10.6 | -5.8 | -9.6 | 5.5 | 5.1 | 13.9
Cc1ccc(S(=O)(=O)C2(C(=O)NC3CCCCC3C)CC2)cc1 (stereo unspecified) | 5.9 | -11.3 | 4.5 | -5.5 | 0.0 | -3.2 | 3.2 | -0.3 | 2.4 | 2.0 | 7.7
COc1ccc(NC(=O)c2ccc(S(=O)(=O)N(C)c3ccccc3)cc2)cc1S(=O)(=O)N1CCOCC1 | 21.6 | 25.3 | 27.6 | 0.4 | 10.0 | 6.7 | 1.5 | -4.6 | 11.7 | 8.1 | 24.4
CC(=O)Nc1ccc(N2S(=O)(=O)c3ccccc3S2(=O)=O)cc1 | -12.1 | 15.8 | -2.1 | -3.7 | 5.0 | -7.2 | -6.2 | -0.7 | -14.8 | 9.6 | 21.6

Reformatted: entries from further up
Every second line gives: COUP-TFII inh, NCOA2 inhibitor, TROY NFkB inh, LMP1 NFkB inh, TWEAK-Fn14 inh, SRC1 inh, KKLEB tox, CF NFkB inh, TRAIL sens C8, SRC3 inh, LRH-1 inv ag
Cc1ccc(S(=O)(=O)C2(C(=O)NC3CCCCC3C)CC2)cc1 (stereo unspecified)
  5.9, -11.3, 4.5, -5.5, 0.0, -3.2, 3.2, -0.3, 2.4, 2.0, 7.7
COc1ccc(NC(=O)c2ccc(S(=O)(=O)N(C)c3ccccc3)cc2)cc1S(=O)(=O)N1CCOCC1
  21.6, 25.3, 27.6, 0.4, 10.0, 6.7, 1.5, -4.6, 11.7, 8.1, 24.4

(list continues)
SMILES | COUP-TFII inh | NCOA2 inhibitor | TROY NFkB inh | LMP1 NFkB inh | TWEAK-Fn14 inh | SRC1 inh | KKLEB tox | CF NFkB inh | TRAIL sens C8 | SRC3 inh | LRH-1 inv ag
CSc1nnc(NC(=O)c2cccc(S(=O)(=O)N3CCOCC3)c2)s1 | 5.0 | -39.6 | -8.5 | -4.9 | -5.6 | -2.6 | 1.0 | 10.8 | -7.3 | 0.8 | -21.9
O=C(NCC1CCCO1)c1ccccc1-c1nc(-c2ccccc2)no1 (stereo unspecified) | -25.4 | -8.4 | -53.5 | -3.0 | -82.5 | -29.0 | 3.1 | 2.2 | 11.5 | -24.0 | 6.9
COc1ccc(CN2CCN(c3ccccc3OC)CC2)c(OC)c1 | 3.4 | -16.0 | 13.4 | 35.6 | 0.1 | -4.6 | 3.1 | -1.8 | 10.6 | 0.7 | 1.6
N#Cc1ccc(C(=O)OCC(=O)NC(=O)NC2CCCCC2)cc1 | 5.7 | -0.5 | -8.9 | 4.8 | -3.6 | 1.0 | -9.7 | 3.3 | 19.8 | 11.1 | -21.8
CCOC(=O)N1CCN(C(=O)c2cccc(S(=O)(=O)Nc3ccc(OC)cc3)c2)CC1 | -15.1 | -3.2 | -15.3 | 2.5 | 1.7 | -2.8 | -4.3 | 21.6 | 12.0 | -0.5 | 6.7
COC(=O)c1c(-c2ccccc2)csc1N1C(=O)Nc2ccccc2N1O | 1.3 | -2.6 | -46.6 | -10.1 | 11.6 | -11.3 | 11.2 | 6.1 | 22.9 | -32.3 | -35.6
COc1ccc(N/C=C2/Sc3ccccc3NC2=O)cc1 | -25.4 | -13.5 | -30.5 | -48.0 | -8.2 | -39.2 | -3.4 | -18.2 | 7.2 | 7.3 | -4.8
CC(=O)OCC1OC(n2c(-c3ccc(Cl)cc3)ccc(C#N)c2=S)C(OC(C)=O)C(OC(C)=O)C1OC(C)=O (stereo unspecified) | -9.4 | 7.3 | 14.3 | 1.2 | 24.7 | -5.5 | 19.0 | -28.4 | -0.1 | -24.6 | -3.1
CC12CCC(c3c(C(=O)O)nn(-c4ccc(F)cc4)c31)C2(C)C (stereo unspecified) | -11.9 | -3.1 | -1.3 | -6.1 | -65.9 | -34.8 | 1.6 | 13.1 | -16.4 | -57.2 | -21.1
O=C(NNC(=O)c1cc(Cl)ccc1O)c1cccs1 | -36.5 | -27.9 | -50.1 | -1.3 | 20.7 | -26.5 | 13.6 | -6.1 | 14.7 | -19.4 | -37.6
Cc1ccc(S(=O)(=O)N2CCOCC2)cc1C(=O)c1nccn1C | -1.6 | -22.4 | 15.7 | -2.7 | -0.3 | 1.3 | -0.9 | -9.4 | -2.1 | 11.3 | 9.4
Cc1ccc(NCc2nnc(SCC(=O)N3CCCc4ccccc43)o2)c(C)c1 | 2.7 | -14.1 | -10.4 | -9.8 | 8.4 | 7.5 | 2.8 | -6.8 | -3.4 | -10.2 | 17.3
COC(=O)c1nn(-c2ccc3c(c2)OCO3)cc1O | -19.8 | -46.5 | -21.8 | -12.6 | 28.7 | -89.4 | 1.0 | -9.7 | 13.9 | -46.0 | -95.2
O=C(CCCCCNc1nc(=S)[nH]c2ccccc12)NCCC1=CCCCC1 | 10.0 | -9.5 | 14.6 | -4.2 | 9.2 | 11.3 | 5.9 | 14.3 | -4.3 | 18.5 | 8.8
O=C(Nc1cccc(-c2cccc(Cl)c2)c1)C1CCN(CC2CCOC2)CC1 (stereo unspecified) | 8.2 | -5.2 | -2.8 | -6.4 | -20.4 | 0.0 | -3.7 | -6.5 | 17.9 | -1.1 | -6.6
CNS(=O)(=O)c1cn(CC(=O)NCc2ccc(N(C)C)cc2)cc1S(=O)(=O)NC | -3.4 | -22.4 | -6.3 | 4.3 | 0.5 | 6.8 | 7.7 | 0.8 | -5.8 | 13.0 | -8.9
CCn1ccnc1CNCc1ccc(OCC(O)CN(C)Cc2ccccc2)cc1 (stereo unspecified) | -12.1 | -4.3 | 3.5 | 7.1 | -8.5 | 8.8 | 8.3 | -10.1 | 1.2 | 16.5 | 15.9
Cc1occc1-c1nnc(SCC(=O)Nc2ccccc2)n1Cc1ccccc1 | -2.3 | 5.2 | -18.9 | -1.1 | 11.9 | -9.1 | 2.9 | 9.0 | -13.5 | 13.8 | 8.7
COc1cccc(C2C(C#N)=C(N)Oc3cc(C)oc(=O)c32)c1OC (stereo unspecified) | 5.1 | 24.3 | 7.3 | -1.2 | 0.5 | -1.7 | -6.1 | 1.0 | -6.6 | 17.3 | 14.7
CC(C)(C)NCC(O)COc1ccccc1C1CCCC1 (stereo unspecified) | -13.3 | 8.7 | -17.5 | -3.4 | -4.8 | -17.1 | 7.9 | -5.2 | 16.5 | 6.9 | 5.9
O=C(Nc1ccc2c(c1)nc1n2CCN(Cc2ccccc2)C1)c1cccs1 | -7.8 | -8.6 | -23.9 | -5.8 | -32.7 | 9.6 | 18.6 | -34.2 | 10.7 | -10.9 | -29.4
CCCCC(=O)NC(=S)Nc1ccc(NC(=O)C(C)C)c(OC)c1 | -7.3 | 0.1 | -11.8 | -4.1 | -12.6 | -62.0 | 10.4 | 17.2 | 1.7 | -10.9 | -0.5
Cc1ccc(NC2CCCN(C(=O)C3CCCC3)C2)cc1C (stereo unspecified) | 12.1 | 0.5 | 1.5 | 1.0 | 11.7 | 0.2 | 12.4 | -13.9 | 8.3 | 13.4 | -8.3
CCc1cc2ccccc2nc1SCC(=O)NC1CCCC1 | 9.4 | -3.3 | 9.4 | -1.0 | -0.7 | -8.0 | -20.5 | 12.2 | 11.6 | 1.8 | 13.2
COC(=O)C1=C(C)N(Cc2ccccc2)C(=NCC(C)C)N[C@H]1c1cccc(F)c1 | -1.7 | 1.3 | -4.7 | 4.6 | -19.5 | 16.6 | -19.3 | 30.3 | 15.4 | -2.8 | 4.5
CCC(CO)Oc1cc(NCc2ccccc2F)c2ncn(C(C)C)c2c1 (stereo unspecified) | 6.8 | -13.8 | 6.8 | 7.7 | -5.5 | 8.6 | -0.3 | 0.4 | 2.3 | 3.3 | -15.7
CC(OC(=O)CNC(=O)c1ccc2ccccc2c1)C(=O)N(C)C1CCCCC1 (stereo unspecified) | -13.6 | -9.2 | -11.1 | -13.9 | -18.3 | -27.5 | -13.8 | -2.6 | -0.1 | -2.7 | -18.4
Cc1ccc2nc(C3CCCCC3)c(CC(C)(C)C)n2c1 | 10.6 | 8.6 | -26.9 | x | -17.8 | 5.6 | -5.9 | 16.3 | -7.9 | 31.1 | 26.7
COc1ccc(N2CCN(C(=O)CSc3ccccc3N)CC2)cc1 | -17.7 | -27.8 | 17.3 | -6.4 | 5.3 | -14.1 | 10.7 | -10.9 | -3.2 | 2.5 | 2.3
CC(=O)CN1C(=O)NC2(CCCc3ccccc32)C1=O (stereo unspecified) | -19.0 | -14.8 | 21.4 | 6.6 | 4.8 | 9.6 | -11.8 | 1.5 | 1.8 | -0.8 | -4.1
Cc1cc(=O)oc2c(CN3CCCC3)c(O)c(Cl)cc12 | -4.8 | -0.6 | -1.4 | 0.5 | -19.3 | 5.6 | 3.4 | 6.5 | -5.0 | -15.0 | -11.9
CN(Cc1ccc(Cl)c(Cl)c1)C(=O)CN1C(=O)NC2(CCCC2)C1=O | 16.0 | 2.8 | -12.9 | 5.1 | 6.5 | 8.1 | -9.2 | -4.1 | -8.3 | 20.1 | 5.8
